ERp5 inh = ERp5 (human) disulfide isomerase inhibition; Q15084; ERp5 insulin aggregation, absorbance 650 nm, 90 min; inhibition, % at 9.99 µM; 350,000 compounds, 0.05% hits;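 active = mean replicate inhibition above about 25%, with every replicate also reaching it, limit read from the data, passing the limit was not always enough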
Target sequence (Q15084 whole entry, looked up): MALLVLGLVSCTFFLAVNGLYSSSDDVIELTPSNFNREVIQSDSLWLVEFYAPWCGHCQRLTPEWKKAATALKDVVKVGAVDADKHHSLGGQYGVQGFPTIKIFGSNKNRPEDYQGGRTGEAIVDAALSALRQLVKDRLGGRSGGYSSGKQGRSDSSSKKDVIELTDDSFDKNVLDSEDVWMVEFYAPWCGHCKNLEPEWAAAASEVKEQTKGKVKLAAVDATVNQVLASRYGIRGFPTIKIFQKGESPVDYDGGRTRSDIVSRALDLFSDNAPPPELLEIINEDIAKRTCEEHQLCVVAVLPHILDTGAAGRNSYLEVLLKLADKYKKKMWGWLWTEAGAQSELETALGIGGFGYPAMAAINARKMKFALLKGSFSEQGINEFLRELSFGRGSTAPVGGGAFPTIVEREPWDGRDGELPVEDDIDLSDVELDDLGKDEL
CFTR F508del cor = correctors of CFTR F508del function in bronchial epithelial cells; 350,000 compounds, 0.36% hits; CFBE cells, YFP halide quenching; stimulated with forskolin plus potentiator P3; % fluorescence drop versus neutral controls; activity (quench increase), % at 7.58 µM; AID 720511;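 active = mean added fluorescence quench of at least 8% versus neutral control, with both replicates also reaching 8%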;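 note: cells transiently co-express mutant CFTR-F508del with the halide-sensitive YFP; corrector assay measuring rescue of mutant channel to the surface after 24 h compound exposure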
miR122 inh = inhibitors of miR-122 in Huh7 cells; Huh7 miR-122 Renilla luciferase sensor, 48 h; neutral wells = 0, positive control = 100; activation (reporter increase), % at 12.5 µM; 340,000 compounds, 0.3% hits;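 active = mean replicate activation score at least 90 and every replicate individually at or above 90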;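 note: higher luciferase means less miR-122 activity so hits act as miR-122 inhibitors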
ERAP1 inh = ERAP1 (human) enzyme inhibition | Q9NZ08 | recombinant ERAP1, Leu-AMC fluorescence, 60 min | inhibition, % at 10.7 µM | 340,000 compounds, 0.15% hits | AID 652197;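 active = mean replicate inhibition of at least 30%, or all replicates individually reaching that 30% level; inactive = mean below 30% and not every replicate reaching it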;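 note: 0% = neutral control wells and 100% = L-leucinethiol positive control wells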
SIRT5 inh = sirtuin-5 (human) deacylase inhibition | inhibition, % at 15 µM | Purified SirT5, succinyl-peptide AMC, trypsin-coupled fluorescence | Q9NXA8 | 330,000 compounds, 1.1% hits; in the data active = inhibition above about 15%
Target sequence (Q9NXA8 whole entry, looked up): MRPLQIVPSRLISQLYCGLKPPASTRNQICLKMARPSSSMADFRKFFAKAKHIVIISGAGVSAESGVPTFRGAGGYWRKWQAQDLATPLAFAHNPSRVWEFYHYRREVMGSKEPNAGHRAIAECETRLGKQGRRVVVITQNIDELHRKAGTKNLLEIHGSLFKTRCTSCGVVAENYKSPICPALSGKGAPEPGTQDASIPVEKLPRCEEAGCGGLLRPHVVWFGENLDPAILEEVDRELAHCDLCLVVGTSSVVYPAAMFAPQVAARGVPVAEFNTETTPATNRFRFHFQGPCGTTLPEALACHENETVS
DENV2 CPE rescue = DENV2-induced cell death inhibition; DENV2-infected cells, cytopathic effect rescue, plate reader; CPE inhibition, % at 9.99 µM; 350,000 compounds, 1.7% hits; AID 651640; in the data active = CPE inhibition above about 20%, passing the limit was not always enough; tested in BHK-21 cells;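 note: 0% = median of neutral control wells and 100% = median of positive control wells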
Casp6 inh = blocks human caspase-6 cleavage activity. P55212. purified caspase-6, Z-VEID-R110 cleavage fluorescence. inhibition, % at 12.5 µM. 350,000 compounds, 0.53% hits. AID 686996;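 active = mean inhibition across replicates at least about 35%, with every replicate also reaching that limit, limit read from the data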;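 note: 0% = median of neutral control wells and 100% = no fluorescence left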
Active calls of the source: *; nt = no result given; & = joins results of further samples; [ ] = dose if it differs, or a comment.

mol,ERp5 inh,CFTR F508del cor,miR122 inh,ERAP1 inh,SIRT5 inh,DENV2 CPE rescue,Casp6 inh
COc1cccc(NS(=O)(=O)c2ccc3c(c2)NC(=O)CC(=O)N3)c1,-2,-0.9,nt,3,3,-6,99*
Cc1noc(C)c1NC(=O)N(C)C[C@H]1Oc2ccc(NC(=O)CCN3CCOCC3)cc2C(=O)N([C@H](C)CO)C[C@@H]1C,-1&2,0.7&1.0,0[16.7 µM],3&5,-1&-1,12&1,0&-1
COc1ccc(S(=O)(=O)N2CCCc3nc(-c4ccc(Br)cc4)ccc32)cc1,-3,1.8,nt,-5,nt,-8,-6
N#Cc1ccc(NC(=S)/N=C(\N)c2ccccc2)cc1,8,1.7,1,3,-7,-9,0
CC1Cn2c(nnc2C23CC4CC(CC(C4)C2)C3)S1 (configuration not stated),4,-2.6,-1,-3,0,6,0
CC(=O)c1sc(NC(=O)COc2ccc([N+](=O)[O-])cc2)nc1C,-1,-2.1,8,-3,1,4,2
Cc1ccc(OCCNC(=O)[C@H]2O[C@@H](n3ccc(=O)[nH]c3=O)[C@H](O)[C@@H]2O)cc1C,3,-3.8,-6,-5,-2,-3,0
C[C@H](CO)N1C[C@H](C)[C@@H](CN(C)Cc2cccnc2)Oc2ncc(-c3ccc(C#N)cc3)cc2C1=O,-3,-1.2,4[16.7 µM],0,0,19,-1
COc1ccc2c(CC(=O)OCC(=O)N(C)c3c(N)n(Cc4ccccc4)c(=O)[nH]c3=O)coc2c1,3,-0.2,nt,2,0,13,6
CCC(=O)N1N=C(c2ccccc2)CC1c1ccccc1 (configuration not stated),-1,-2.4,-3,-3,-1,4,1
COc1ccc(NC(=O)CN(C)C(=O)CSc2ccc(Br)cc2)cc1,3,-2.5,nt,-3,-2,-3,-79
O=C(NCc1ccc2c(c1)OCO2)c1ccc(Cl)c(S(=O)(=O)N2CCOCC2)c1,0,-0.7,9,-1,-1,0,1
COc1ccc(NC(=O)N2CCCCN3[C@H](CO)[C@@H](c4ccc(-c5ccccc5C)cc4)[C@@H]3C2)cc1,5,-0.6,-1[16.7 µM],-1,11,15,2
CNC(=S)N1CCn2cccc2C1c1cc(OC)c(OC)c(OC)c1 (configuration not stated),-10,0.4,nt,2,-3,-6,3
O=C(c1cccnc1)N1CC2(C1)[C@H](c1ccccc1)[C@@H](CO)N2C(=O)c1cccnc1,-2,0.3,nt,-3,1,-7,1
COc1cccc(Nc2nc3cc(C)ccc3cc2C)c1,-1,1.8,9,6,nt,5,-4
O=C(c1cc(C2CCCCN2S(=O)(=O)Cc2ccccc2)on1)N1CCOCC1 (configuration not stated),0,0.1,-1,9,nt,-11,-2
Cc1nn(-c2cccc(C(F)(F)F)c2)c(=O)c2noc(C)c12,0,-0.4,nt,-2,-2,-3,1
O=C(NCC[C@H]1CC[C@@H](NS(=O)(=O)c2ccc(F)cc2)[C@H](CO)O1)Nc1ccc(F)cc1,3,-1.6,nt,0,-4,5,-189
COCCOC(=O)C1=C(C)N=C2SCCC(=O)N2C1c1cccs1 (configuration not stated),-1,-1.1,nt,8,-3,-9,0
O=C(C1COc2ccccc2O1)N1CCN(S(=O)(=O)c2ccccc2)CC1 (configuration not stated),-6,0.3,10,1,-3,-5,-2
CCn1c(O)c(C=C2N=c3ccccc3=N2)sc1=S,4,nt,nt,2,0,6,0
CCOc1ccc(N2CC(C(=O)Nc3cc(OCC)c(N4CCOCC4)cc3OCC)CC2=O)cc1 (configuration not stated),-1,-0.6,3,5,-2,-8,12
COc1ccc(NC(=O)N(C)C[C@H]2OCc3cnnn3CCCC(=O)N([C@H](C)CO)C[C@H]2C)c(OC)c1,-1,-1.7,0[16.7 µM],4,2,2,2
CCOC(=O)C1CCN(C(=O)CCC(=O)NCCc2ccc(Cl)cc2)CC1,-2,1.7,3,6,-2,7,-2
C[C@H](CO)N1C[C@H](C)[C@H](CN(C)Cc2ccncc2)Oc2ccc(NC(=O)Nc3ccc(C(F)(F)F)cc3)cc2CC1=O,7,-0.4,14,-2,nt,0,4
Cc1ccc2nc(-c3ccc(NS(C)(=O)=O)cc3)cc(-c3ccccc3)c2c1,4,0.3,nt,-2,0,-3,-2
COc1ccc([N+](=O)[O-])c(S(=O)(=O)c2ccc(Cl)cc2)n1,-9,-0.7,nt,2,nt,-3,7
O=C(CC[C@H]1O[C@@H](n2cnc3c(NC(=O)c4ccccc4)ncnc32)[C@H](O)[C@@H]1O)NCC(c1ccccc1)c1ccccc1,5,1.7,1,11,0,-1,1
CN(C)C(=O)c1ccc(-c2ccccc2[C@H]2[C@H](C#N)N(C(=O)C3CC3)[C@H]2CO)cc1,-2,-0.6,nt,-1,1,5,-1
C[C@H](CO)N1C[C@H](C)[C@@H](CN(C)Cc2ccc(Cl)c(Cl)c2)Oc2c(NC(=O)Nc3ccccc3)cccc2C1=O,-7,1.3,20[16.7 µM],3,-1,-9,-3
O=c1[nH]c(/C=C\c2cccc(O)c2)nc(O)c1[N+](=O)[O-],2,1.8,-2,4,-1,-8,9
O=C(NCC[C@H]1CC[C@H](NC(=O)C2CCCC2)[C@@H](CO)O1)c1cnccn1,0,3.4,4[16.7 µM],0,-3,-8,0
Cc1c(OCC(=O)NCc2ccccn2)ccc2c3c(c(=O)oc12)CCCC3,6,-0.3,1,2,-5,4,1
O=C(C[C@H]1C[C@H]2c3cc(NC(=O)C4CCC4)ccc3O[C@H]2[C@@H](CO)O1)NCC(F)(F)F,3,-0.9,3[16.7 µM],1,-3,7,-1
Cc1n[nH]c(C)c1S(=O)(=O)N1CCCC(C(=O)Nc2ccc(Br)cc2)C1 (configuration not stated),-2,-1.7,-3,2,-1,-1,-2
O=C(NC12CC3CC(CC(C3)C1)C2)c1cc([N+](=O)[O-])ccc1Cl,2,0.4,-3,-1,-2,2,2
N#Cc1ccc(NC(=O)COC(=O)c2ccc(F)c(S(=O)(=O)N3CCOCC3)c2)cc1,-19,-3.9,5,3,-4,2,3
O=C(C[C@@H]1CC[C@H]2[C@@H](COC[C@H](O)CN2C(=O)c2ccncc2)O1)NCc1cccc(F)c1,nt,0.0,-2[16.7 µM],nt,nt,0,nt
O=C(Oc1ccccc1C(=O)N1CCOCC1)c1ccc(F)cc1,nt,1.1,8,2,-1,-1,-4
CCCNC(=O)N1[C@H](C(=O)NC2CCC2)[C@@H](CO)[C@@H]2Cn3c(ccc(-c4ccccc4OC)c3=O)[C@@H]21,0,-3.9,-2[16.7 µM],8,-16,2,1
C[C@H]1CN([C@@H](C)CO)C(=O)Cc2cc(NC(=O)NC3CCCCC3)ccc2O[C@@H]1CN(C)C(=O)Nc1cccc2ccccc12,-2,0.1,2[16.7 µM],3,-1,3,3
O=C(C[C@@H]1C[C@@H]2c3cc(NC(=O)Nc4ccc(C(F)(F)F)cc4)ccc3O[C@@H]2[C@@H](CO)O1)NCC1CC1,-3,1.1,6[16.7 µM],1,3,0,1
COc1cc(C(=O)NNC(=O)c2ccc3c(c2)OCCO3)cc(OC)c1OC,-1,-0.3,2,-3,nt,-12,1
Cc1cc(C)c(S(=O)(=O)N2CCN(C(=O)CCOc3ccccc3C)CC2)c(C)c1,-13,0.4,0,-4,-5,4,-36
O=C(C(O)c1ccccc1)N1N=C(c2ccccc2)CC1(O)C(F)(F)F (configuration not stated),-9,1.1,-7,1,1,7,2
Cc1ccc(NC(=O)CN2CCCCCC2)cc1[N+](=O)[O-],-1,3.2,-2,0,-4,12,4
O=C(CCc1c[nH]c2ccccc12)Nc1ccc(Oc2cccnc2)cc1,4,-1.7,nt,-5,nt,1,2
CCn1nc(C)c(/C=N/NC(=O)CSc2ccccn2)c1C,4,nt,0,-2,0,-4,2
COc1ccccc1NS(=O)(=O)c1ccc(/C=C/C(=O)N2CCN(C(C)=O)CC2)cc1,-6,2.4,-9,1,1,7,-6

(continued)
mol,ERp5 inh,CFTR F508del cor,miR122 inh,ERAP1 inh,SIRT5 inh,DENV2 CPE rescue,Casp6 inh
COc1ccc(NC(=O)N2CCN(c3ccc([N+](=O)[O-])cc3)CC2)cc1,0,-1.8,3,-5,1,2,-1
COc1ccc(CC(=O)Oc2ccccc2C)cc1S(=O)(=O)N1CCOCC1,-2,1.3,nt,4,-2,1,-1
COC(=O)[C@@H]1[C@@H](CO)[C@@H]2Cn3c(ccc(-c4ccccc4F)c3=O)[C@@H]2N1CC1CCCC1,1,4.7,-6[16.7 µM],-3,3,16,3
C[C@H]1CN([C@@H](C)CO)C(=O)c2cc(NS(=O)(=O)c3ccc(Cl)cc3)ccc2O[C@@H]1CN(C)S(=O)(=O)c1cn(C)cn1,0,0.2,-17[16.7 µM],0,2,9,-2
CC(C)(C)CC(=O)Nc1ccc(S(=O)(=O)NC2=NCCCCC2)cc1,-4,-1.9,15,-1,nt,-2,1
CCOc1ccc2oc(C(=O)NNC(=O)c3ccccc3O)c(C)c2c1,7,-0.5,-1,0,-7,7,15
CCN(c1ccc(OC)cc1)S(=O)(=O)c1ccc(-c2cc(C)no2)s1,-5,2.2,5,-2,0,4,7
CC(C)NC(=O)N(C)C[C@@H]1Oc2ncc(C#CC3(O)CCCC3)cc2C(=O)N([C@H](C)CO)C[C@H]1C,7,-2.3,-2[16.7 µM],1,-2,9,-1
COc1ccc([Si](C)(C)[C@H]2[C@H](CCO)O[C@@]3(C(=O)N(Cc4cccc(N5CCCCC5=O)c4)c4ccccc43)[C@@H]2C)cc1,1,0.6,nt,-1,9,-1,-1
Cc1ncc(CO)c2c1Oc1nc(-c3ccccc3)nc(SCC(=O)N3CCOCC3)c1C2,2,-0.8,-3,-1,2,-2,6
COc1ccc2c(c1)c(=O)c(C(=O)c1ccccc1)cn2Cc1ccccc1,-1,4.6,3,2,1,-1,-1
COc1ccc2cc(-c3ccccc3)c(=O)oc2c1,4,1.0,nt,3,-30,0,-5
O=C(N[C@@H]1CC[C@H](CC(=O)N2CCCCC2)O[C@H]1CO)c1ccccn1,-1,0.3,nt,nt,-5,-5,nt
O=C(NCCc1ccccc1)[C@@H]1[C@@H](CO)[C@@H]2Cn3c(cccc3=O)[C@H]1N2C(=O)C1CC1,5,nt,nt,-3,1,-4,-1
CC(C)CNC1=C(C(=S)Nc2ccccc2)C(=O)CC(C)(C)C1,1,nt,nt,0,5,-4,2
CSCCC(NC(=O)c1ccccc1Cl)C(=O)NCCOc1ccccc1 (configuration not stated),-1,-1.8,-3,4,0,-9,1

Structures listed so far containing a furan ring, fused or not:
mol,ERp5 inh,CFTR F508del cor,miR122 inh,ERAP1 inh,SIRT5 inh,DENV2 CPE rescue,Casp6 inh
COc1ccc2c(CC(=O)OCC(=O)N(C)c3c(N)n(Cc4ccccc4)c(=O)[nH]c3=O)coc2c1,3,-0.2,nt,2,0,13,6
CCOc1ccc2oc(C(=O)NNC(=O)c3ccccc3O)c(C)c2c1,7,-0.5,-1,0,-7,7,15

Screening results (PubChem BioAssay)
